Rv3671c protease: inhibitors of M. tuberculosis serine protease Rv3671c; P9WHR9; inhibition, % at 5.96 µM; actives 0.048% (n = 320,000); AID 2606; in the data active = inhibition above about 38%;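 also: extracellular domain of Rv3671c used as enzyme; 0% = enzyme with DMSO and 100% = no enzyme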
Target sequence (P9WHR9 whole entry, looked up, the tested form may be a part): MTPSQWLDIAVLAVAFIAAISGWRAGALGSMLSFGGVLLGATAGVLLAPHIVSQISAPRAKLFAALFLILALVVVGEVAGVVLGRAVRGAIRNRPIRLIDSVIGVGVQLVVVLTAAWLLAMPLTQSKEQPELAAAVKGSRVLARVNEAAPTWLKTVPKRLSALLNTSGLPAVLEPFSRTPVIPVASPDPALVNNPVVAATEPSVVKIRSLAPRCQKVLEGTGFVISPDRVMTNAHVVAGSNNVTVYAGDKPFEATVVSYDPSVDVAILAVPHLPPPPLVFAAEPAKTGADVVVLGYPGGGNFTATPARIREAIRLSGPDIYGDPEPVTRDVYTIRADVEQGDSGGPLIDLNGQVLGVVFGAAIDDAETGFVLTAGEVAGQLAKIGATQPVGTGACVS
GDH-TPI counter: inhibits GDH-TPI coupling enzymes, artifact for Mtb FBA screen. GDH-TPI coupled enzyme counterscreen, NADH absorbance. actives 1.2% (n = 360,000). inhibition, % at 4.8 µM; in the data active = inhibition above about 30%;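 also: 0% = DMSO wells and 100% = wells lacking the enzyme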
PrPC TRFRET: inhibitors of human cell surface prion protein PrPC; P04156; TR-FRET read-out; inhibition, % at 13.8 µM; actives 0.43% (n = 370,000); AID 720596; in the data active = inhibition above about 24%; also: 0% = median of the test wells and 100% = reference compound wells
FadD28 binding: M. tuberculosis FadD28 bisubstrate binding inhibition | AID 588549 | inhibition, % at 12.5 µM | FadD28 bisubstrate probe binding, fluorescence polarization | actives 0.22% (n = 360,000); in the data active = inhibition above about 8.5%, passing the limit was not always enough; inconclusive = no clear call, values can overlap the other calls
BoNT-F LC inh: inhibitors of Botulinum neurotoxin F light chain protease | Multiplex microsphere protease cleavage assay, flow cytometry | inhibition, % at 10 µM | actives 0.22% (n = 360,000); in the data active = inhibition above about 35%, passing the limit was not always enough; inconclusive = no clear call, values can overlap the other calls; also: plate controls were buffer without enzyme for full effect and enzyme alone for no effect
UGM FP inh: blocks M. tuberculosis UGM enzyme; purified UGM, fluorescence polarization probe displacement; inhibition, % at 10 µM; actives 0.06% (n = 320,000); AID 504406; in the data active = inhibition above about 10%, passing the limit was not always enough; inconclusive = no clear call, values can overlap the other calls
BioA inh: blocks M. tuberculosis BioA enzyme activity; AID 602481; actives 0.096% (n = 360,000); inhibition, % at 9.99 µM; purified M. tuberculosis BioA enzyme, plate reader; in the data active = inhibition above about 40%; inconclusive = no clear call, values can overlap the other calls
Mtb FBA inh: Mtb fructose-bisphosphate aldolase inhibition; P9WQA3; actives 2.3% (n = 360,000); purified M. tuberculosis FBA, fluorescence read-out; inhibition, % at 1 µM; in the data active = inhibition above about 27%;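 also: 0% = vehicle and 100% = reference inhibitor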
Target sequence (P9WQA3 whole entry, looked up): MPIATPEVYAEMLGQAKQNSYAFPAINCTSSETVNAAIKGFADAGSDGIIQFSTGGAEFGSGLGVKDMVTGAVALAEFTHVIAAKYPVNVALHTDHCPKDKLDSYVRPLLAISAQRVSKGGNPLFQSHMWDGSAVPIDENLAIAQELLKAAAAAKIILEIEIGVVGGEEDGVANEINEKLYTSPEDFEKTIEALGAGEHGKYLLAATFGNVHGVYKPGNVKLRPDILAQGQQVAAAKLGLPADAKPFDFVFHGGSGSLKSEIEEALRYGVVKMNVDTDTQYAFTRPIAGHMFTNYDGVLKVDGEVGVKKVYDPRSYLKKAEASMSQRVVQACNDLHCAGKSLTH
MazEF act: MazEF (E. coli) toxin RNase activation; FAM/BHQ RNA-DNA oligo cleavage fluorescence, 5 h; activation, % at 20 µM; actives 0.32% (n = 350,000); AID 504720; in the data active = activation above about 50%
Target sequence (P0AE70 whole entry, looked up): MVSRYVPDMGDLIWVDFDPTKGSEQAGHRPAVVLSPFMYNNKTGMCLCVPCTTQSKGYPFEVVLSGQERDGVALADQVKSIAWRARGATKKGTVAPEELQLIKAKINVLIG
Active calls of the source: *; ? = inconclusive; . = no result given; + = active, no number.

Order of values: Rv3671c protease, GDH-TPI counter, PrPC TRFRET, FadD28 binding, BoNT-F LC inh, UGM FP inh, BioA inh, Mtb FBA inh, MazEF act
> N#Cc1cc2c(nc1SCC(O)CS(=O)(=O)Cc1ccccc1)CCCC2 (stereo not given)
→ -3, 10, 5, -0.2, -2, -1.8, 2.5, 1, 5
> CC(NC(=O)NC1CCCCC1)C(c1cccs1)N1CCOCC1 (stereo not given)
→ -6, -5, 7, -1.5, -6, 1.1, 1.5, 0, 5
> O=C(Cn1nnc(-c2cccs2)n1)NCc1cccs1
→ 1, -3, -1, -2.0, 4, -0.6, ., 11, 7
> CNC(=S)Nc1ccc(Cc2ccncc2)cc1
→ 0, 6, 1, -1.9, ., -4.0, 1.4, 0, 0
> NC(=O)N/N=C/CCc1ccccc1
→ -1, 4, -2, -1.8, ?, 2.3, ., 0, 6
> N#Cc1ccc2c(c1)nc1ccccn12
→ 10, 8, -2, -0.4, 5, -2.2, ., +, 0
> COc1ccc(-n2nnnc2-c2cnc(N3CCCC3)nc2C(F)(F)F)cc1
→ 4, 5, 17, -2.9, -11, 0.6, 12, 0, -13
> COC(C(=O)Nc1ccc(C(N)=O)cc1)c1ccccc1 (stereo not given)
→ -2, 2, 0, -1.2, -1, -0.6, ., -1, 0
> COc1ccccc1-c1noc2c1C(=O)NCC2
→ ., -1, -2, -1.7, -9, ., ., 2, 6
> O=C(Cn1cc([N+](=O)[O-])ccc1=O)N1CCc2ccccc21
→ -4, 26, -24, -1.9, -2, 3.1, ., 0, -14
> CCCCc1cc(=O)oc2c(CN3CCN(C)CC3)c(O)ccc12
→ -2, 21, 5, 1.2, -15, -0.3, -0.5, +, 0
> CC(=O)Nc1ccc(S(=O)(=O)NC(CC(=O)O)c2ccc(OC(C)C)cc2)cc1 (stereo not given)
→ 10, 7, 4, -5.0, -7, -2.9, 2.0, 0, 4
> Cc1ccc(CN(C(=O)c2csnn2)C(C(=O)NC2CCCC2)c2ccc(C)o2)cc1 (stereo not given)
→ -2, 3, 5, 0.6, -6, 0.3, ., -2, 2
> COc1ccc(-n2nc(C(=O)NCC(=O)Nc3cc(OC)c(OC)c(OC)c3)c3ccccc3c2=O)cc1OC
→ 4, -1, 5, -4.1, -22, 1.9, ., -2, 5
> CCOc1ccc(N=Cc2c(O)cc(C)oc2=O)cc1
→ -18, 2, -6, -0.2, -4, -0.8, -1.3, 1, 4
> CCCCC(=O)NC(=S)Nc1cc([N+](=O)[O-])ccc1OC
→ 3, 18, -7, -3.3, -8, -0.1, -0.7, -6, 5
> COc1ccc(Nc2nc(N)nc(CSCCO)n2)cc1
→ -1, -4, -5, 1.0, -4, 1.0, 0.8, 1, 3
> COC(=O)C1=C(c2ccc(-c3ccccc3)c(F)c2)C[C@@H]2CC[C@H]1N2C(=O)N1CCCCC1
→ 6, 8, 3, -3.0, 2, -3.5, -0.5, -1, 8
> CC(NC(=O)c1ccc(C(C)(C)C)cc1)C(c1cccs1)N1CCOCC1 (stereo not given)
→ 3, -6, 0, -2.0, 2, -3.0, -0.9, -1, 1
> CCOc1ccc(/C=C2\CCCc3c2nc2ccccc2c3C(=O)O)cc1OC
→ 3, 11, ., 3.8, 4, 70*, -197, -8, .
> COc1ccc(OC)c(C(=O)Nc2ccc3[nH]ccc3c2)c1
→ -1, 5, 3, -3.6, 3, 2.3, ., 2, 9
> COc1ccc(Cl)cc1-c1noc([C@@H]2O[C@H](CO)[C@@H](O)[C@H]2O)n1
→ ., -2, -3, -2.2, -4, ., -0.8, -1, .
> COc1cc(C(C)=O)ccc1OCc1nnc(-c2ccccc2Br)o1
→ -7, -16, -1, -3.1, 2, -1.5, 2.7, -3, 7
> CCn1c(SCC(=O)NCc2ccccc2)nc2c(c1=O)SC(C)C2 (stereo not given)
→ -9, 14, 8, -4.6, -8, 2.5, 14, -3, 11
> CSCC(=O)N1CCC(CCC(=O)NC2CC2)CC1
→ -6, 5, -4, -0.6, -1, -2.0, -4.0, 8, -26
> O=C(NNC(=O)c1cccc2ccccc12)c1ccc(F)cc1
→ ., 8, -9, -0.8, 1, ., -2.7, 3, -9
> Cc1cccc(OCCCN2C(=O)C(=O)c3cc(C)ccc32)c1
→ -16, -7, -5, -4.1, -3, -0.8, 2.6, -2, -4
> COc1ccc(CN(Cc2ccc(C(=O)O)cc2)C(=S)Nc2cccc(C)c2)cc1OC
→ -1, 5, -3, -1.8, -4, -1.7, 2.4, -3, -12
> Cc1nnc(SCc2nnc(-c3cccs3)o2)n1C1CCCCC1
→ 5, -9, -6, -3.1, -2, 0.2, 16, 2, 3
> NC(=O)CCCn1c(C(=O)c2ccc(Cl)cc2)c2ccc([N+](=O)[O-])cc2[n+]1[O-]
→ -1, 16, -5, 0.3, -2, 1.9, 0.1, -1, 4
> CC(=O)Nc1ccc(/C=N/Nc2ccc(C(=O)c3c(C)cc4ccccn34)cc2[N+](=O)[O-])cc1
→ 3, -5, -1, -3.4, ., 2.3, ., 5, 12
> CCCCN=C(N)/C(C(=O)OCC)=C(\O)c1ccc(OC)cc1
→ -3, 14, -5, -3.2, 0, 4.3, 1.8, -1, -4
> CCN(C[C@H]1N[C@@](Cc2ccccc2)(C(=O)OC)[C@H]2C(=O)N(C)C(=O)[C@@H]12)C(=O)Nc1ccccc1
→ 3, 1, 5, -0.9, -5, -1.1, -0.4, 4, 3
> CCS(=O)(=O)N1CCCC(C(=O)NCCCN(C)Cc2ccccc2)C1 (stereo not given)
→ 7, -6, -9, -2.9, -4, -2.7, 0.4, 0, 1
> Cn1c(=O)c(=O)n(C)c2cc(S(=O)(=O)N3CC(=O)N(CCc4ccccc4)C(=O)C3)ccc21
→ 4, -3, -3, -3.1, -8, -1.8, -0.9, 2, -18
> CC1CCCCC1NC(=O)Cn1cc([N+](=O)[O-])ccc1=O (stereo not given)
→ -4, 15, -4, -0.1, -3, 0.1, -1.9, 1, 5
> O=C(O)CCC(=O)OCC1CCCCC1
→ -4, -17, -1, -3.8, 2, -1.0, -0.3, 0, -2
> CCOc1ccc(C(C)NC(=O)Nc2ccc(F)cc2F)cc1 (stereo not given)
→ -3, -4, 6, -4.2, 1, -0.2, 0.7, 0, 1
> COc1cccc(C2c3[nH]c4ccccc4c3CCN2Cc2ncc[nH]2)c1 (stereo not given)
→ 11, 6, -7, -4.0, 0, -1.7, 3.3, 7, 8
> Nc1nc2sc3c(c2cc1C(=O)NCC(=O)O)CCCC3
→ 8, 4, 3, 1.1, -8, 1.1, 6.4, -3, -6
> COc1ccc(CN2CC(C(=O)NCCCN3CCN(Cc4ccccc4)CC3)CC2=O)cc1 (stereo not given)
→ -8, -6, ., -3.7, -7, 1.9, ., -2, 2
> CCn1cc(C2Nc3ccccc3C(=O)N2O)c(C)n1 (stereo not given)
→ 6, 4, -1, -2.6, -3, 0.0, 4.8, 0, 3
> Clc1ccc(SCCCCn2cncn2)cc1
→ -6, 8, 5, -0.9, -12, -1.4, 0.3, 2, -15
> O=C(COC(=O)C1CC2C=CC1C2)NCc1ccc(F)cc1 (stereo not given)
→ 5, -7, -3, -2.1, -11, 3.7, 6.4, 2, 1
> COc1ccc(CN2C(=O)c3oc4ccccc4c(=O)c3C2c2ccc(O)c(OC)c2)cc1 (stereo not given)
→ 8, 17, 2, -0.3, -1, ., -0.4, -4, 1
> CCO[C@@H]1OC(C(=O)O)=C[C@H](C)[C@H]1CCCO
→ 13, -4, 3, -3.1, 19, -1.5, -0.1, -1, 2
> Cc1ccc2c(c1)N(CCC(=O)NCCCN1CCCC1)C(=O)C(C)O2 (stereo not given)
→ -2, 6, -4, -1.7, -6, -0.3, -4.2, -1, -2
> CS(=O)(=O)c1ccc(Cl)c(NC(=O)CNC(=O)c2ccc3c(c2)OCO3)c1
→ 0, 4, 2, -1.0, -1, -2.6, -2.9, 5, -1
> C=CCN(Cc1cccc(OC)c1OC)S(=O)(=O)N(C)C
→ 6, 10, 1, -2.2, -4, 1.7, -0.3, 2, 5
> CCOC(=O)CSc1ncc(-c2cccc(Cl)c2)cn1
→ 7, 4, 3, -0.8, -9, -1.5, -2.5, -2, -12
> Cc1nnc(Sc2nc3c(c(=O)n(C)c(=O)n3C)n2Cc2ccc(Cl)cc2)s1
→ 8, -2, 8, -1.1, 0, 0.1, ., 1, 3
> CCCCC(=O)N=c1sc2cc(S(C)(=O)=O)ccc2n1C
→ 8, 3, ., -1.2, 4, 1.4, ., 2, 1
> CCN(CC)c1ccc(/C=N/NC(=O)CNC(=O)c2ccccn2)cc1
→ 8, 28, -1, -2.6, 1, 1.6, ., 5, 3
> COc1ccc([N+](=O)[O-])cc1NC(=O)c1ccccc1N(C)S(C)(=O)=O
→ 4, 11, -10, -1.1, 1, -3.7, -8.9, 6, -1
> O=C(OCC(=O)N1CCCCC1)c1cc(S(=O)(=O)N2CCOCC2)c(Cl)cc1Cl
→ -2, 7, 0, -3.6, -2, -0.3, -1.5, -1, 7
> COc1ccc(C(=O)NCCS(=O)(=O)N2CCC3(CC2)OCCO3)cc1
→ -7, 1, 0, 1.5, -2, -0.8, -0.4, 3, 1
> CCn1c(SCc2nc(-c3ccc(Cl)cc3)no2)nnc1-c1ccco1
→ -1, 2, 5, -5.6, -1, 1.5, 5.1, -1, -5
> Cc1nc2ccccc2c(=O)n1-c1ccc(NS(=O)(=O)c2ccccc2)cc1
→ -10, -7, -5, 0.5, -1, 1.6, 0.9, 0, -2
> Cc1cc(OC(=O)c2cc(F)c(F)cc2Cl)nc(C)n1
→ -1, -1, 0, -0.8, -2, -1.4, -0.4, 2, 4

Already shown: eight of the compounds above.
Order of values: Rv3671c protease, GDH-TPI counter, PrPC TRFRET, FadD28 binding, BoNT-F LC inh, UGM FP inh, BioA inh, Mtb FBA inh, MazEF act
> CC(=O)Nc1ccc(/C=N/Nc2ccc(C(=O)c3c(C)cc4ccccn34)cc2[N+](=O)[O-])cc1
→ 3, -5, -1, -3.4, ., 2.3, ., 5, 12
> CCCCN=C(N)/C(C(=O)OCC)=C(\O)c1ccc(OC)cc1
→ -3, 14, -5, -3.2, 0, 4.3, 1.8, -1, -4
> CCN(C[C@H]1N[C@@](Cc2ccccc2)(C(=O)OC)[C@H]2C(=O)N(C)C(=O)[C@@H]12)C(=O)Nc1ccccc1
→ 3, 1, 5, -0.9, -5, -1.1, -0.4, 4, 3
> CCS(=O)(=O)N1CCCC(C(=O)NCCCN(C)Cc2ccccc2)C1 (stereo not given)
→ 7, -6, -9, -2.9, -4, -2.7, 0.4, 0, 1
> Cn1c(=O)c(=O)n(C)c2cc(S(=O)(=O)N3CC(=O)N(CCc4ccccc4)C(=O)C3)ccc21
→ 4, -3, -3, -3.1, -8, -1.8, -0.9, 2, -18
> CC1CCCCC1NC(=O)Cn1cc([N+](=O)[O-])ccc1=O (stereo not given)
→ -4, 15, -4, -0.1, -3, 0.1, -1.9, 1, 5
> O=C(O)CCC(=O)OCC1CCCCC1
→ -4, -17, -1, -3.8, 2, -1.0, -0.3, 0, -2
> CCOc1ccc(C(C)NC(=O)Nc2ccc(F)cc2F)cc1 (stereo not given)
→ -3, -4, 6, -4.2, 1, -0.2, 0.7, 0, 1

Screens as filed in PubChem BioAssay.
